B2AR arrestin – beta2AR (human) beta-arrestin recruitment activity | beta-arrestin recruitment to beta2AR, cell-based reporter | P07550 | hit rate 0.02% among 330,000 | Potency, µM (series often up to 46.1 µM), inactives show at the top dose activation, hits mostly activators;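 further: potency means the concentration at half of the fitted maximal effect; 0% = DMSO controls and full agonism = EC100 isoproterenol or metaproterenol; nearly all actives have a fitted effect of over 65% in size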
Target sequence (P07550 whole entry, looked up): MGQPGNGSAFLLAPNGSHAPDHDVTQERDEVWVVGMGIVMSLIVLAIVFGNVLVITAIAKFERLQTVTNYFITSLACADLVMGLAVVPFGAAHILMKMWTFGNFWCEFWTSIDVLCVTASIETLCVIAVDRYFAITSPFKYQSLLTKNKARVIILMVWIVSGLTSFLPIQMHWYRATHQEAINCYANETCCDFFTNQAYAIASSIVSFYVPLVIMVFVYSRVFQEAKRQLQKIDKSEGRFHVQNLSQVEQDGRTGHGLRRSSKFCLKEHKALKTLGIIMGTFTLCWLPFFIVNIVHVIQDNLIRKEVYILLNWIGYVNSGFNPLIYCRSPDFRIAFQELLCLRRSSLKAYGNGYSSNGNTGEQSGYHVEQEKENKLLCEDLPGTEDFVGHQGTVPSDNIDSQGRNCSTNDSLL
uPA surface inh – blocks generation of uPA at the cell surface | Potency, µM (highest dose often 38.3 µM), inactives show at the top dose activity change, negative = inhibition, most hits filed as inhibitors | hit rate 0.31% among 330,000 | cell surface uPA generation assay, qHTS; active means well fitted inhibition curve with a large enough effect; inconclusive means small, poorly fitted or top-dose-only effect; inactive means no such curve, though single readings can be large or run the other way; tested in mouse RAW 264.7 cells; further: potency means the concentration at half of the fitted maximal effect; on the % scale 0 is the no-effect control and ±100 the full control effect; nearly all actives have a fitted effect of over 55% in size
TRPV1 ag – human TRPV1 agonism. Q8NER1. TRPV1-expressing cells, Fluo-8 calcium influx, agonist mode. activation, % at 8.33 µM. hit rate 0.19% among 320,000. AID 540275; in the data active means activation above about 80%; inconclusive means between about 30% and that limit; further: 0% is about no effect
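Fluo-8 calcium influx in TRPV1-expressing cells, kinetic read (ex 480/em 520 nm). Compound added and read 3 min for agonist activity, followed by capsaicin at EC20 final and 2 min further read for enhancement.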
Eya2 inh – Eya2 (human) phosphatase inhibition. Potency, µM (titrated, usually from 76.9 µM), inactives show at the highest dose activity, negative = inhibition, actives largely listed as inhibitors. hit rate 0.006% among 330,000. recombinant Eya2, OMFP fluorescence dephosphorylation (OMFP is methylfluorescein phosphate); further: potency means the concentration at half of the fitted maximal effect; on the % scale 0 is the no-effect control and ±100 the full control effect
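Eya2 protein (added as 0.2 uM solution) was preincubated with compound for 10 min at ambient temperature in 50 mM HEPES pH 7.5, 50 mM NaCl, 5 uM MgCl2, 0.05% BSA, 1 mM DTT. OMFP (added at 50 uM) then reacted 10 min; fluorescence read at 485/525 nm.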
TSG101-PTAP inh – blocks PTAP/TSG101 interaction to inhibit HIV-1 budding | Fluorescence polarization, FITC-PTAP peptide / Tsg101 binding | Potency, µM (top dose mostly 115 µM), without a hit: top-dose activity change, negative = inhibition, actives largely listed as inhibitors | 340,000 tested, under 10 active | AID 493005; active means well fitted inhibition curve with a large enough effect in the main read-out, with a control signal flat, not every such curve was filed as active; inconclusive means small, poorly fitted or top-dose-only effect, or effect the other way, or a change in a side signal; inactive means no such curve, though single readings can be large or run the other way; further: potency means the concentration at half of the fitted maximal effect; % of control where 0% means no effect
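Fluorescence anisotropy tracks displacement of a FITC-tagged PTAP peptide (50 nM) from the Tsg101 binding domain (10 uM), following a 20 min room-temperature incubation at pH 7.5.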
BRCA1 expr act – increases BRCA1 expression; MCF7-BRCA1-FFLuc reporter, luminescence, 48 h; response scale: scaled: vehicle 0%, 10 µM genistein 100%; hit rate 1.1% among 380,000; Potency, µM (doses to about 46.1 µM), inactives show at the highest dose activation, most hits filed as activators; further: potency means the concentration at half of the fitted maximal effect; nearly all actives have a fitted effect of over 80% in size; some results filed as inactive show a strong effect at the top dose
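First, MCF7-BRCA1-FFLuc cells (2000/well) attach for 2 h; next, compounds are pin-added and incubated 48 h at 37 °C; finally, luciferase reagent is added and luminescence read after 15 min.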
USP2a block – USP2a (human) protease inhibition; hit rate 0.01% among 330,000; Potency, µM (doses to about 38.3 µM), for the others: at the highest dose activity change, negative = inhibition, actives largely listed as inhibitors; AID 463254; USP2 core, Ub-CHOP2 coupled fluorogenic reporter, 485/531;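 further: potency means the concentration at half of the fitted maximal effect; plate controls were DMSO wells for no effect and full inhibition by NEM control for full effect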
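Cell-free coupled assay: 10nM USP2 core preincubated 30min RT with compound in Tris-HCl pH 8.0/CaCl2/CHAPS buffer, then 25nM Ub-CHOP2 and 25nM reporter substrate; fluorescence (Ex 485/Em 531) read after 60min RT, normalized to NEM inhibition, concentration-response curves fitted.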
S-ASM inh – human S-ASM enzyme inhibition; P17405; placental ASM, HMU-PC fluorogenic substrate, 60 min; Potency, µM (highest dose often 57.5 µM), for inactives: at the top dose activity change, negative = inhibition, hits mostly inhibitors; hit rate 0.006% among 340,000; AID 504937; further: potency means the concentration at half of the fitted maximal effect
Target sequence (P17405 47-631 limits assumed): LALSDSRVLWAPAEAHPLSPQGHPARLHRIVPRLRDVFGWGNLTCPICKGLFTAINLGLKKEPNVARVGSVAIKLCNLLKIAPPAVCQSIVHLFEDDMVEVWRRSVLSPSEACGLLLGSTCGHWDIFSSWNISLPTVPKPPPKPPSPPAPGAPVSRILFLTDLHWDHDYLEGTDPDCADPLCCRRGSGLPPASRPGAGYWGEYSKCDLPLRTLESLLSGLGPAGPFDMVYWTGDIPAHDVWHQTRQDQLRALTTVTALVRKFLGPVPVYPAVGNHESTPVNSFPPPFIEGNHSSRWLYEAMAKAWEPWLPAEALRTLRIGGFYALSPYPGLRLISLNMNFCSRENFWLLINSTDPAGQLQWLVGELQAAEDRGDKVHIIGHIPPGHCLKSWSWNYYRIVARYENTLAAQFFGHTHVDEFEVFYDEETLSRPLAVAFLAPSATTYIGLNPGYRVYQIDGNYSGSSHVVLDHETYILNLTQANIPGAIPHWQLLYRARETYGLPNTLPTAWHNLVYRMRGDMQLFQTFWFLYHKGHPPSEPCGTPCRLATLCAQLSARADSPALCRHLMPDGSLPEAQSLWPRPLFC
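Fluorescence read-out (Ex 386 nm, Em 447 nm) after stopping the reaction at pH 10. Enzyme: ASM from human placenta; substrate HMU-PC0, 9 uM final; 60 min, 37 °C. Compound preincubation 10 min, ambient temperature.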
ELG1 genotoxic – inducers of genotoxicity in HEK293T ELG1-luciferase cells | Potency, µM (series often up to 46 µM), without a hit: at the highest dose activity change, positive = activation, usual class: activators | hit rate 1.3% among 330,000 | HEK293T ELG1-luciferase reporter, luminescence, 16 h; further: potency means the concentration at half of the fitted maximal effect; % of control where 0% means no effect; nearly all actives have a fitted effect of over 60% in size
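Screening used a luciferase reporter fused to human ELG1 in HEK293T cells. Luminescence was read on a CCD plate imager after 16 hr exposure and 30 min ONE-Glo incubation.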
Integrin act MD – integrin-mediated muscular dystrophy alleviation activation; alpha7betagal myoblasts, beta-gal FDG fluorescence, 48 h; Potency, µM (highest dose often 38.3 µM), inactives show top-dose activation, usual class: activators; AID 624291; hit rate 0.064% among 350,000;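 further: potency means the concentration at half of the fitted maximal effect; 100% = response of the positive control SU9516; nearly all actives have a fitted effect of over 60% in size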
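alpha7betagal+/- myoblasts (passage 13, 250/well) treated 48 h at 37C with compounds at 1:260 dilution of DMSO stock. Lysed, then beta-galactosidase activity read as FDG fluorescence (ex 480/em 540) after 30 min, with pre-read for autofluorescence.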
p53 reactivation – re-activators of mutant p53; Potency, µM (highest dose often 92.2 µM), for the others: top-dose activity change, positive = activation, usual class: activators; hit rate 0.063% among 320,000; H1299 p53-A138V BP100-luciferase reporter, luminescence, 24 h; further: potency means the concentration at half of the fitted maximal effect; % of control where 0% means no effect; nearly all actives have a fitted effect of over 45% in size
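p53-null H1299 cells stably carrying temperature-sensitive p53-A138V and a BP100-luciferase reporter were pinned with compounds (4-point, 1:5 series) and held 24 hrs at 37 deg C. Luminescence was read 10 min after detection reagent.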
An asterisk follows results filed as active; ? = inconclusive; nt = not tested or not shown; & = joins results of further samples; [ ] = another dose, or the depositor's remark. Unless noted, the call rests on the fitted dose curve; in most records, active means well fitted curve in the direction sought with a large enough effect; inconclusive means small, poorly fitted or top-dose-only effect, or another doubt; inactive means no such curve, though single readings can be large; an effect the other way counts as inactive or inconclusive.

SMILES	B2AR arrestin	uPA surface inh	TRPV1 ag	Eya2 inh	TSG101-PTAP inh	BRCA1 expr act	USP2a block	S-ASM inh	ELG1 genotoxic	Integrin act MD	p53 reactivation
Cc1ccc(SCc2nc3ccccc3n2CC(=O)Nc2ccccc2)cc1	-0.1%	nt	10	-20%	-15%	2%	2%	-3%	-1%	-11%	-4%
O=C(C[n+]1ccc(/C=N/O)cc1)N(Cc1ccccc1)Cc1ccccc1	0.1%	-4%	-2	-14%	-3%	-13%	0%	-3%	-9%	16%	2%
CCCCOCCCNC(=O)N[C@@H](CC(C)C)C(=O)O	0.1%	6%	0	11%	-4%	-1%	4%	1%	8%	?	5%
CCOc1ccccc1N1CCN(C(=O)c2cn(CC3CCCCC3)nn2)CC1	-0.5%	14%	9	-17%	-2%	30%	-5%	-1%	10%	-27%	?
Cc1ccc2occ(/C=N/NC(=O)c3ccc(O)cc3)c(=O)c2c1	0.1%	-9%	-1	7%	-1%	53%	1%	5%	-9%	37%	8%
Cn1c(=O)[nH]c(=O)c2c1nc(SCC(=O)Nc1ccccc1)n2Cc1ccccc1	0.0%	11%	0	9%	1%	3%	-1%	-5%	?	-9%	-4%
Cc1ccc(NC(=O)[C@@H](C)NC(=O)[C@@H]2Cc3ccccc3CN2)cc1	0.3%	4%	5	2%	-7%	3%	1%	-1%	3%	18%	16%
O=c1cc(O)c2sc3nc(-c4ccccc4)cc(C(F)(F)F)c3c2[nH]1	-0.4%	-1%	-1	-7%	-4%	-50%	-5%	54%[activator]	0%	30%	-2%
Cc1nc2sc(C(c3ccccc3)N3CCOCC3)c(O)n2n1 (configuration not stated)	-0.4%	9%	0	3%	-7%	24%	-1%	-1%	3%	7%	-3%
CCOC(=O)c1ccc(NC(=O)COC(=O)c2cccc(Oc3ccccc3)c2)cc1	-0.7%	3%	-1	5%	-2%	19%	0%	-9%	3%	-5%	5%
Cc1nn(Cc2cccc(C(=O)Nc3ccn(Cc4c(F)c(F)cc(F)c4F)n3)c2)c(C)c1[N+](=O)[O-]	-0.2%	nt	1	-22%	-11%	-75%	1%	-6%	-14%	10%[7.66 µM]	-2%
CCOC(=O)N1CCN(C(=O)c2nn(-c3cc(OC)cc(OC)c3)c(=O)c3ccccc23)CC1	-0.2%	nt	4	3%	nt	nt	-3%	nt	-20%	nt	10%
CC1=C(C(=O)O)N2C(=O)C(NC(=O)c3c(F)cccc3F)C2SC1 (configuration not stated)	-0.7%	0%	-1	1%	0%	-6%	1%	2%	2%	-13%	-4%
CCN1C(=O)/C(=C2/Sc3ccc(OC)cc3N2C)SC1=Nc1cccc(O)c1	0.4%	18%	-3	21%	0%	-3%	-2%	0%	17%	-37%[inhibitor]	-2%
O=C(NC(Cc1c[nH]c2ccccc12)C(=O)O)/C(=C/c1ccco1)NC(=O)c1ccccc1 (configuration not stated)	-0.1%	4%	-4	12%	-4%	3%	2%	-1%	3%	-8%	6%
O=C(CN1CCN(S(=O)(=O)c2ccc(Br)cc2)CC1)N/N=C/c1cc([N+](=O)[O-])ccc1Cl	0.4%	-2%	-1	0%	-1%	-29%	-1%	-7%	-7%	-17%	8%
CCOC(=O)c1c(NC(=O)Cn2nnc(-c3ccc(Cl)cc3)n2)sc(CC)c1C	-0.3%	1%	1	-4%	0%	-24%	0%	-7%	-4%	8%	3%
C[C@@H](C(=O)NC1CCN(Cc2ccccc2)CC1)N1C(=O)N2CCc3c([nH]c4ccccc34)[C@@]2(C)C1=O	-0.6%	-26%	-1	6%	1%	-30%	-1%	-2%	-7%	-2%	nt
CCCN(CC1CC1)C(=O)COC(=O)c1ccc2c(c1)C(=O)N(c1ccc(OCC)cc1)C2=O	0.1%	-1%	0	-5%	0%	0%	-1%	-3%	-2%	35%	-2%
CC(=O)c1cccc(NC(=O)CN2C(=O)C(=O)N(Cc3ccco3)C2=O)c1	-0.9%	-9%	0	-6%	-1%	6%	5%	3%	2%	-8%	-2%
COc1ccc(-c2cc3nc(C)cc(N4CC(C)CC(C)C4)n3n2)cc1 (configuration not stated)	-0.8%	2%	11	-2%	0%	-10%	-1%	-4%	-3%	2%	-4%
CCN(CC)C(=O)Nc1ccc(C(=O)OC)cc1	0.1%	0%	2	12%	-1%	0%	4%	0%	5%	-10%	5%
COc1ccccc1N(CC(=O)N1CCOCC1)S(C)(=O)=O	0.0%	4%	2	9%	-2%	-2%	-1%	-1%	0%	3%	24%
Nc1cc(N)nc(SCC(=O)NCc2ccc3c(c2)OCO3)n1	-0.2%	-3%	nt	4%	-5%	9%	3%	5%	0%	-1%	-7%
Cc1ccc(CNC(=O)C(OC(=O)c2ccco2)C(C)C)cc1 (configuration not stated)	-0.2%	6%	-1	-16%	nt	-1%	-1%	-3%	-5%	7%	-6%
CC(C)(C)NC(=O)Cn1c(SCC(=O)NC2CCCC2)nc2ccccc21	-0.4%	2%	0	-11%	-3%	-8%	3%	1%	5%	2%	2%
O=C(O)c1cc(NC(=O)C2CCCO2)cc(NC(=O)C2CCCO2)c1 (configuration not stated)	0.1%	16%	3	-3%	1%	-2%	5%	8%	0%	-4%	1%
O=C(N/C(=C/c1cccc([N+](=O)[O-])c1)C(=O)N1CCOCC1)c1ccccc1Br	-0.8%	4%	-1	-3%	2%	-10%	2%	-3%	-1%	-33%	16%
COc1ccc(C(=O)COC(=O)c2ccccc2C(=O)N(C)c2ccccc2)c(OC)c1	-0.6%	-1%	-2	-27%	-2%	?	1%	-2%	6%	-1%	25%
C=C(CN(C)C)C(=O)c1ccc(C)cc1C	nt	11%	nt	nt	0%	-93%[inhibitor]	nt	1%	nt	0%	nt
COc1nccnc1NS(=O)(=O)c1ccc(NC(=S)NC(=O)/C=C/c2ccccc2)cc1	0.0%	-6%	4	0%	-1%	-1%	1%	-4%	1%	26%	1%
COC(=O)C1=C(C)N(Cc2ccccc2)C(=S)N[C@H]1c1ccc(Br)cc1	-1.0%&-0.1%	-14%	6	-31%&-4%	1%	-4%	1%&-3%	-8%	-6%	12%	-6%
CC1(C)C(CC(=O)O)CC1C(=O)O (configuration not stated)	nt	4%	nt	nt	0%	1%	nt	0%	nt	-12%	nt
CCC1(CC)C(C#N)C(=O)NC(=O)C1C#N (configuration not stated)	nt	0%	nt	nt	-7%	-2%	nt	4%	nt	5%	nt
O=C1Nc2ccc(Br)cc2/C1=C/c1ccc(C(=O)O)cc1	0.6%	nt	-4	-1%	nt	nt	2%	nt	9%	nt	1%
Cc1ccc(-c2nc(CS(=O)(=O)CC(=O)N3CCOCC3)c(C)o2)cc1	-1.1%	3%	0	-3%	-8%	0%	1%	-2%	-5%	-4%	1%
Cc1ccc([C@@H]2CC=C(C(=O)O)[C@H](c3ccc(Cl)cc3)N2S(=O)(=O)c2ccc(C)cc2)cc1	-0.2%	-15%	0	-5%	0%	0%	-6%	-8%	-6%	10%	9%
CCOC(=O)C(=NC1CCS(=O)(=O)C1)NNc1ccccc1Cl (configuration not stated)	-0.2%	3%	-3	8%	-13%	9%	3%	-4%	3%	2%	1%
CCCN(CCC)S(=O)(=O)c1ccc2c(c1)CCCN2C(C)=O	0.3%	3%	-3	0%	-1%	-18%	-1%	-1%	-7%	13%	2%

Arranged by SMILES length (falling): some entries from above.
SMILES	B2AR arrestin	uPA surface inh	TRPV1 ag	Eya2 inh	TSG101-PTAP inh	BRCA1 expr act	USP2a block	S-ASM inh	ELG1 genotoxic	Integrin act MD	p53 reactivation
O=C(N/C(=C/c1cccc([N+](=O)[O-])c1)C(=O)N1CCOCC1)c1ccccc1Br	-0.8%	4%	-1	-3%	2%	-10%	2%	-3%	-1%	-33%	16%
COC(=O)C1=C(C)N(Cc2ccccc2)C(=S)N[C@H]1c1ccc(Br)cc1	-1.0%&-0.1%	-14%	6	-31%&-4%	1%	-4%	1%&-3%	-8%	-6%	12%	-6%
CC(C)(C)NC(=O)Cn1c(SCC(=O)NC2CCCC2)nc2ccccc21	-0.4%	2%	0	-11%	-3%	-8%	3%	1%	5%	2%	2%
Cc1ccc(CNC(=O)C(OC(=O)c2ccco2)C(C)C)cc1 (configuration not stated)	-0.2%	6%	-1	-16%	nt	-1%	-1%	-3%	-5%	7%	-6%
CCC1(CC)C(C#N)C(=O)NC(=O)C1C#N (configuration not stated)	nt	0%	nt	nt	-7%	-2%	nt	4%	nt	5%	nt

Screening data from PubChem BioAssay.

An unsorted share of the library; 2.6% or so of the library scored in one or more.
